# Compound activity: PubChem, several laboratories
# GSK3B inh – inhibitors of human GSK3beta kinase; GST-GSK3beta kinase, ADP-Glo luminescence, 60 min; hits give low values; activity score (negative = inhibition), % at 10 µM; P49841; actives 0.038% (n = 300,000);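 active = more than half of replicate wells score below -50%, meaning over 50% inhibition versus plate controls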;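 also: 0% = median DMSO wells and -100% = median GW8510 positive control wells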
# Target sequence (P49841 whole entry, looked up): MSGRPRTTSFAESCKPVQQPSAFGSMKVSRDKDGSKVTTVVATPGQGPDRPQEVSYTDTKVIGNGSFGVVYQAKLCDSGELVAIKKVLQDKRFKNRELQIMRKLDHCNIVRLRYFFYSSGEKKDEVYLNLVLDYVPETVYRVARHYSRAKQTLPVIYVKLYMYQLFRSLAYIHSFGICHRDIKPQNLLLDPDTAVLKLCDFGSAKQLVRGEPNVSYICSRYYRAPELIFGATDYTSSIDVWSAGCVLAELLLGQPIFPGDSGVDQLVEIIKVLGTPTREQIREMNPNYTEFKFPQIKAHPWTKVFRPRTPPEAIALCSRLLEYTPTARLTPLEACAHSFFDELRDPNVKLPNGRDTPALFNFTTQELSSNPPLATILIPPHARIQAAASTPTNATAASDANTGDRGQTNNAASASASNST
#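 Test system: GST-tagged human GSK3beta kinase, cell-free; evaluation: activity score scaled between in-plate DMSO and GW8510 controls; measured by: ADP-Glo luminescence; incubation: 60 min reaction, RT; benchmarks: DMSO and 20 µM GW8510; reagent: peptide substrate plus 25 µM ATP (final); medium: Tris/MgCl2 kinase buffer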
# GSK3 alpha inh – blocks human GSK-3 alpha kinase; P49840; inhibition, % at 10 µM; actives 0.1% (n = 320,000); ADP-Glo luminescence, 60 min;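 in the data active = inhibition above about 50%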;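 also: GST-tagged GSK-3 alpha with peptide substrate and 25 µM ATP; 0% = DMSO neutral wells and 100% = GW8510 positive control wells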
# Target sequence (P49840 whole entry, looked up): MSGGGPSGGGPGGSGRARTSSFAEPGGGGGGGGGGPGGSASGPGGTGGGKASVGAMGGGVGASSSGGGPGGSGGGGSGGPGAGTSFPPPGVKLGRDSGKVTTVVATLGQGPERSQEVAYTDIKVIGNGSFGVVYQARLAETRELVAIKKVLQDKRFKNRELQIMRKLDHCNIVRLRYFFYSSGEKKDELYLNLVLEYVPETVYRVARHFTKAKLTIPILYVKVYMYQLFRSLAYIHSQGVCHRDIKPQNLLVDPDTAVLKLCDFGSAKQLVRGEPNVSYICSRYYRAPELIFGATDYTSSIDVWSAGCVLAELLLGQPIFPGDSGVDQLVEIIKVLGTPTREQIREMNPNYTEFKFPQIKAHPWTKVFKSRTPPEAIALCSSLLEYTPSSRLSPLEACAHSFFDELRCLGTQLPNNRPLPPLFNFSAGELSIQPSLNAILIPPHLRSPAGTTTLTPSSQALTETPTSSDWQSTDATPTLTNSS
# HSF1 inh – HSF1 inhibition; NIH3T3-HGL HSE-luciferase, MG132-induced, luminescence 8 h; hits give low values; activity change, negative = inhibition, % at 7.5 µM (by protocol); actives 0.77% (n = 300,000);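 active = more than half of replicate wells show activity change below -50%, luminescence cut by over half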;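 also: luciferase reports HSF-1 transcriptional activity via heat shock element; 0% = median of DMSO wells and -100% = zero luminescence signal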
# Platelet DG rel – modulates dense granule release in human platelets; human platelet-rich plasma, SFLLRN dense granule ATP release, luminescence; inhibition, %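 (compounds screened at 7.5 µM in platelet-rich plasma)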; actives 0.22% (n = 300,000);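 active = mean replicate score, as percent of positive control, at or above 50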
# Dyrk1A ADPGlo – inhibitors of rat Dyrk1A kinase. AID 504441. ADP-Glo luminescence, NFATc1 peptide. actives 0.43% (n = 310,000). inhibition, % at 12.5 µM; in the data active = inhibition above about 50%;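 also: plate controls were vehicle with enzyme for no effect and no enzyme for full effect; many of its hits are not listed in these tables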
# HSF1 activator – increases HSF-1 driven luciferase reporter signal; NIH3T3-HGL HSF-1 luciferase reporter, MG132, 8 h; 100% = twice DMSO control signal; activation, % at 9 µM; AID 504408; actives 1.7% (n = 300,000);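 active = mean replicate activation of at least 50% with a set share of replicates each reaching 50%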;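 also: 0% = median of the neutral control wells and 100% = twice that signal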
# HSP90 inh – HSP90 refolding inhibition in rabbit reticulocyte lysate; luciferase refolding luminescence, 3 h; inhibition, % at 5.6 µM; actives 0.91% (n = 290,000);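 active = inhibition above the screen-wide mean plus 3 SD, computed separately per campaign, cut at about 16% in these data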;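 also: 0% = DMSO wells and 100% = 60 µM geldanamycin wells; inhibitors lower the luminescence because luciferase stays unfolded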
# IEC-6 tox – counter-screen for KLF5 inhibitors: cytotoxicity in IEC-6 cells | IEC-6 cytotoxicity, luminescence viability | actives 0.78% (n = 290,000) | inhibition, % at 5 µM | AID 1825; in the data active = inhibition above about 22%;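 also: 0% = plate median of test compound wells and 100% = cytotoxic reference compound wells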
# aSyn UTR inh – MLPCN primary screen, SNCA 5' untranslated region; alpha-synuclein 5'UTR reporter, inhibitor activity; inhibition, % (tested at 7.5 µM); actives 0.82% (n = 300,000); in the data active = inhibition above about 60%;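 also: H4 neuroglioblastoma cells stably carrying SNCA 5'UTR luciferase fusion; 0% = DMSO wells and 100% = positive control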
# KLF5 inh – inhibitors of KLF5 expression. actives 0.23% (n = 290,000). AID 1700. inhibition, % at 5 µM. DLD-1 KLF5 promoter-luciferase reporter, luminescence;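 active = inhibition above a per-plate limit of that plate's mean compound inhibition plus 3 SD, cut at about 60% in these data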;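 also: 0% = DMSO wells and 100% = LY294002 at 200 µM; higher means less KLF5 promoter-driven luciferase light; inactives centre near -14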
# * = called active by the depositor; . = no result given; & = joins results of further samples. This is a subset, so the mix of outcomes need not match the whole.
SMILES,GSK3B inh,GSK3 alpha inh,HSF1 inh,Platelet DG rel,Dyrk1A ADPGlo,HSF1 activator,HSP90 inh,IEC-6 tox,aSyn UTR inh,KLF5 inh
O=C(O)/C=C/C(=O)Nc1ccc(-c2ccccc2)cc1,2,3,-44,-1,0,-46,1&-2,-2&-9,6,4&-34
CN(Cc1ccccc1)C(NC(=O)c1ccco1)C(Cl)(Cl)Cl (stereo not drawn),1,0,-3,1,-9,0,-3,1,-17,-12
CNC(=O)CCc1[nH]c2ccccc2c1Sc1ccccc1,-4,1,5,27,1,18,-2,4,9,-9
CC(C)(C)C(=O)NC(=S)NNC(=O)c1sc2ccccc2c1Cl,2,-1,-69*,5,-8,-75,12,6,89*,-5
CN1CCC(N(C)C(=O)/C(C#N)=C/c2ccccc2)CC1,-5,4,-1,26,-2,2,1,6,0,-7
CCn1ccnc1CN(C)C(=O)c1ccc2nc(Cc3ccc(OC)cc3)oc2c1,4,2,1,-2,-3,-2,-1,4,3,-9
Cc1ccc(C)c(N2CCN(C(=O)CCn3c(=S)[nH]c4cc5c(cc4c3=O)OCO5)CC2)c1,-7,-1,4,0,-1,13,-1,1,-3,-17
CN(c1ccccc1)S(=O)(=O)c1cccc2ccccc12,2,5,-5,-5,-2,0,-6,-1,1,-12
Cc1cc(OCC(=O)NCC(C)C)cc(C)c1Br,3,-2,9,0,1,6,2,2,-1,-15
CCOc1ccc(S(=O)(=O)N2CCN(c3ccccc3F)CC2)c2cccnc12,0,6,3,6,5,2,0,-2,18,-25
O=C(Nc1ccc(NC(=O)c2ccc3c(c2)OCCO3)cc1)c1ccccc1,-4,1,12,11,6,1,2,3,5,-14
CCC1CN(C(=O)NCc2ccccc2)c2cc(C)ccc2O1 (stereo not drawn),1,-3,-1,0,-2,-6,1,-4,10,-1
O=[N+]([O-])c1ccc(O)c(C=Nc2cccc3ncccc23)c1,2,3,24,10,2,39,6,-2,-10,-35
CCc1nnc(NC(=O)c2cc([N+](=O)[O-])ccc2N2CCOCC2)s1,-3,-1,0,-13,10,-18,.,.,15,.
Cc1ccc(C)c(NC(=S)NC(NC(=O)Cc2cccc3ccccc23)C(Cl)(Cl)Cl)c1 (stereo not drawn),-3,5,.,-5,.,.,-4,8,112*,-12
Cc1cc2c(nc1C)CCCN2C[C@@H](C)O/N=C1/[C@H]2CCn3c(=O)n(-c4ccccc4)c(=O)n3[C@H]2[C@H](O)[C@@H]2O[C@H]12,.,4,.,.,.,.,-2,0,.,-6
COC(=O)C1CCCCN1C(=O)c1cc(COc2cccc3cccnc23)on1 (stereo not drawn),-4,-1,-2,-3,-3,2,-5,2,-8,-1
CCOc1ccc(-n2c(=O)c3sccc3n(CC(=O)Nc3cccc(OC)c3)c2=O)cc1,-3,-1,0,1,1,-8,-5,-3,6,-17
O=C(/C=C/c1ccccc1Cl)N(Cc1ccc(Cl)cc1)C1CCS(=O)(=O)C1 (stereo not drawn),-12,-1,13,6,1,25,0,-8,-5,-4
COc1cc2cc(C)c(SCC(=O)N3CCOCC3)nc2cc1OC,0,-1,-10,18,3,-7,-4,0,17,5
Oc1c(C=C2N=c3ccccc3=N2)sc(=S)n1C1CCCC1,1,-3,8,-8,-5,12,-4,3,-20,-54
CC1Cc2ccccc2N1C(=O)CSc1nnc(CNc2ccccc2)o1 (stereo not drawn),6,-1,-4,-2,-1,1,-1,-1,0,-2
O=C(COC(=O)CN1C(=O)C2CCCCC2C1=O)NC1CCS(=O)(=O)C1 (stereo not drawn),5,-3,-12,-3,-2,-2,1,-1,15,-9
N/C(=N\OC(=O)c1ccco1)c1ccccn1,2,5,18,2,-43,21,4,3,-119,-66
O=C(Nc1nc2c(F)cc(F)cc2s1)c1ccco1,1,-2,19,4,9,49,16,-1,-56,-128

# The list goes on, overlapping the part above by 4 compounds.
SMILES,GSK3B inh,GSK3 alpha inh,HSF1 inh,Platelet DG rel,Dyrk1A ADPGlo,HSF1 activator,HSP90 inh,IEC-6 tox,aSyn UTR inh,KLF5 inh
CC1Cc2ccccc2N1C(=O)CSc1nnc(CNc2ccccc2)o1 (stereo not drawn),6,-1,-4,-2,-1,1,-1,-1,0,-2
O=C(COC(=O)CN1C(=O)C2CCCCC2C1=O)NC1CCS(=O)(=O)C1 (stereo not drawn),5,-3,-12,-3,-2,-2,1,-1,15,-9
N/C(=N\OC(=O)c1ccco1)c1ccccn1,2,5,18,2,-43,21,4,3,-119,-66
O=C(Nc1nc2c(F)cc(F)cc2s1)c1ccco1,1,-2,19,4,9,49,16,-1,-56,-128
COCC(C)N1CCC(n2nccc2NC(=O)CCOc2ccccc2)CC1 (stereo not drawn),-2,2,-5,-7,1,-24,6,5,11,-12
Cc1cc(C(=O)COC(=O)c2ccc[nH]c2=O)c(C)n1-c1ccccc1F,-2,-1,-51*,1,-2,-64,5,4,26,-128
CC(C)CNc1cc(=O)n(C)c(=O)n1C,1,-1,-3,4,-3,10,3,2,4,-9
CCCCNC(=O)Nc1ccccc1Br,2,-3,7,-2,-2,22,-4,-3,-14,-33
CN(C(=O)Nc1ccc(Cl)cc1Cl)C1CCCC1,-3,3,15,-2,0,27,0,2,-118,-30
COC(CNC(=O)c1cc(S(=O)(=O)N2CCc3ccccc32)ccc1F)OC,0,3,8,-1,0,7,-3,0,2,-23
Cc1ccc2cc(C)c3nnc(SCC(=O)N4CCCc5ccccc54)n3c2c1C,3,-1,3,-5,.,35,0,-8,12,13
O=C(NNC(=O)C1CCCC1)c1ccccc1F,2,0,-8,-7,0,10,1,-6,-5,-15
CC(NC(=O)c1ccc(F)cc1)c1ccc2c(c1)CCCC2 (stereo not drawn),3,-3,4,1,0,6,1,-6,26,4
COc1ccc(-c2[nH]ncc2CN(C)CCCN2CCOCC2)cc1F,2,1,-4,7,1,7,-1,-1,24,-1
O=C(NCCNCc1cccs1)c1ccccc1F,-1,2,-1,-3,3,10,15,3,-24,-24
COc1ccccc1NC(=O)CCN1C(=O)c2ccccc2C1=O,-19,-2,11,7,-5,24,-5,1,-5,-37
Cc1ccc(C(C)NC(=O)c2ccco2)cc1C (stereo not drawn),-2,-1,3,2,-10,-1,5,-2,-4,-18
O=C(COc1ccccc1)N=C1SC2CS(=O)(=O)CC2N1c1ccccc1F (stereo not drawn),0,2,0,0,7,-4,2,7,-3,10
CS(=O)(=O)Cc1ccc(C(=O)Nc2cccc(-c3nc4ccccc4[nH]3)c2)cc1,-1,3,1,-2,3,18,0,0,-39,-20
CCCCCn1c(=O)[nH]c2cc(C(=O)NCc3ccco3)ccc2c1=O,1,2,7,-1,-2,6,4,4,-6,-18
CC(=O)N/C(=C\c1ccccc1)C(=O)OCC(=O)Nc1cc(S(=O)(=O)N(C)C)ccc1C,4,-1,1,7,18,1,.,.,-15,.
O=C(c1ccc2c(=O)n3c(nc2c1)CCC3)N1CCN(S(=O)(=O)c2cccc(F)c2)CC1,-5,1,1,3,-5,-2,.,.,-3,.
Cc1cc(C(=O)CCC(=O)NCC2COc3ccccc3O2)c(C)s1 (stereo not drawn),6,-3,-7,9,1,-7,.,.,1,.
C#CCOC(=O)CCCC(=O)NCCCCCCCC,3,-3,-7,8,-1,5,2,6,-4,-9
COC(=O)c1cc(-c2cccc(OC)c2)on1,4,4,-10,-2,-4,0,-1,0,16,7
Cc1cccc(N2CC34C=CC(O3)C(C(=O)O)C4C2=O)c1 (stereo not drawn),1,1,-6,-1,3,-11,0,4,0,2
COc1cc(/C=N/N(C)C)ccc1OC(=O)c1ccco1,1,-1,.,-6,.,.,2,1,6,-26
COc1cccc(C(=O)NCCS(=O)(=O)NCc2cccnc2)c1,4,-2,-2,1,-8,-2,.,.,12,.
Cc1ccc([C@@H]2[C@@H]3C(=O)N(c4ccccc4)C(=O)[C@@H]3[C@]3(C)C(=O)N(Cc4ccccc4)CC(=O)N23)o1,-5,0,6,-6,6,9,-3,2,4,-14
SMILES,GSK3B inh,GSK3 alpha inh,HSF1 inh,Platelet DG rel,Dyrk1A ADPGlo,HSF1 activator,HSP90 inh,IEC-6 tox,aSyn UTR inh,KLF5 inh
COc1ccc(N2CCN(S(=O)(=O)c3ccc4c(c3)OCCO4)CC2)cc1,0,-3,-2,-9,.,6,0,-11,-21,5
CC(C)NC(=O)c1cc(-c2ccco2)on1,-1,-2,6,-11,1,10,2,2,-139,-62
COc1ccc(CCNCc2ccc(OCc3ccccc3)cc2)cc1,1,-2,9,1,-1,5,4,-3,-30,-26
CC(O)c1cccc(NC2=CC(=O)CC(C)(C)C2)c1 (stereo not drawn),-2,2,1,-1,1,8,14,2,21,-23
COc1ccccc1C(=O)NNC(=O)c1ccc(NC(=O)c2ccccc2)cc1,1,2,-7,1,-1,-2,-3,-1,-18,-46
COc1ccc(NC(=O)CCC(=O)OCc2ccc(C(=O)Oc3ccc(Cl)cc3)cc2)cc1,0,2,-2,1,2,-3,1,-5,13,20
C=CCn1c(=NC(=O)C2COc3ccccc3O2)sc2cc(S(N)(=O)=O)ccc21 (stereo not drawn),0,-2,7,5,-6,6,2,-7,21,-7
CCCCC(=O)Nc1ccc(F)c(Cl)c1,4,-2,0,1,-2,7,2,4,-20,6
CCCn1nnc(NC(=O)c2ccc(Br)cc2)n1,2,-1,16,-4,7,18,-1,-5,-137,-113
Cc1ccc(OCC(=O)Nc2sc3c(c2C#N)CCC3)cc1,0,-3,21,5,-2,36,-5,5,-99,-44
O=C(Nc1ccccc1)C1=C(O)CC(c2ccoc2)CC1=Nc1ccccc1 (stereo not drawn),-3,-2,68,7,0,86*,4,6,12,8
COc1ccc(NC(=O)C(C)N2C(=O)c3ccccc3S2(=O)=O)c(OC)c1 (stereo not drawn),1,-5,3,-17,4,5,.,.,2,.
Cc1nn(-c2cccc3cccnc23)c(=O)c2ccccc12,1,-1,1,2,0,-5,3,-2,0,-6
O=C(O)c1cc(-c2ccccc2)nc2nc(N3CCCCC3)sc12,4,-1,-15,-6,.,-35,2,-2,9,-18
COc1ccc(CNC(=S)Nc2ccccc2Cl)cc1,-2,-2,5,5,2,-19,3,-1,-29,-13
COc1cc(/C=C/c2ccc3c(Br)cc(Br)c(O)c3n2)ccc1O,1,-1,4,0,0,-6,2,1,65*,17
Cc1ccc(OCC(=O)N(C)CCc2ccccn2)cc1,0,-2,9,0,-16,4,-1,-2,4,-10
Cc1nn(C2CCS(=O)(=O)C2)c(Cl)c1/C=C/C(=O)OCC(=O)N(C)C (stereo not drawn),2,-2,-6,-1,9,3,-2,2,-10,-15
CCC(=O)N1c2ccc(S(=O)(=O)CCC(=O)N3CCN(c4ccccc4)CC3)cc2CC1C (stereo not drawn),2,-1,-1,-4,2,1,-3,-9,-2,0
CC(=O)NS(=O)(=O)c1ccc(NC(=O)c2cccc3ccccc23)cc1,1,-6,-6,9,9,-8,.,.,15,.
CCC(C)Sc1ccc(-c2nc3ccc(C)cn3c2NC2CCCCC2)cc1 (stereo not drawn),-1,-3,7,-10,0,28,.,.,-7,.
Cc1cc(OCCNCCO)cc(C)c1Cl,-1,-1,-3,31,5,-20,0,10,6,-22
CCn1ccnc1CN(C)Cc1cn[nH]c1-c1ccc(F)cc1F,-3,-2,-12,1,-2,-22,-1,-2,27,1
